From PubChem
Mdm2 ligase inh – MDM2-luciferase reporter signal enhancers, primary screen, MDM2 E3 ligase inhibitor project, cell-based, luminescence, 1536-well; E3 ubiquitin-protein ligase Mdm2 (Homo sapiens), Q00987; cell-based MDM2 ubiquitination luciferase reporter, 2 h; 0 = plate control, 100 = twice control, blank-subtracted; signal enhancement, % at 5 µM; actives 0.11% (n = 210,000); AID 1230, 2008;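 active = signal enhancement of 30% or more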;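 also: luminescence tracks abundance of the self-degrading MDM2-luciferase fusion protein; higher signal means inhibition of MDM2 E3 ligase activity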
Target sequence (Q00987 whole entry, looked up, the tested form may be a part): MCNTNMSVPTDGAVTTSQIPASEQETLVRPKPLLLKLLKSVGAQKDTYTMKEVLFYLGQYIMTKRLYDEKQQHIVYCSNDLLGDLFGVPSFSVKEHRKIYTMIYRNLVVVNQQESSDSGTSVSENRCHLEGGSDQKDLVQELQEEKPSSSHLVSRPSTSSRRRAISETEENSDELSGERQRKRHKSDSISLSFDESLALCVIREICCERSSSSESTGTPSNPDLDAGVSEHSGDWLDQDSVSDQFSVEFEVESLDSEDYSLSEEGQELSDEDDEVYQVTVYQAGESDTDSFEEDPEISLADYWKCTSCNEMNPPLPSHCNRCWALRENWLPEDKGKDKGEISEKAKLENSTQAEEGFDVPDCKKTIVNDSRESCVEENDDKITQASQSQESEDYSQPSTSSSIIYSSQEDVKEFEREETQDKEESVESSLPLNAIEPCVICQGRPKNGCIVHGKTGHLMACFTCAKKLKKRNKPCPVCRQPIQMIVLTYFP
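Test system: mammalian cells stably expressing self-ubiquitinating, self-degrading MDM2 E3–luciferase fusion; Amount: 2000 cells in each well; Medium: DMEM; Schedule: 4 h settle plus 2 h compound, 37 °C; Technique: SteadyLite luciferase luminescence after 15 min room-temperature reagent incubation; Benchmarks: plate control and blank wells.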
NCF1 inh – p47phox/p22phox peptide binding inhibitors, primary screen, biochemical, uHTS, NADPH oxidase regulatory subunit; actives 0.53% (n = 220,000); Neutrophil cytosol factor 1 (Homo sapiens), P14598; inhibition, % at 24.7 µM; fluorescence polarization, 2 h;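 active = inhibition above about 30%, limit read from the data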;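 also: 0% = p47phox with labelled peptide and 100% = labelled peptide alone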
Runt-CBFb FRET – inhibitors of RUNX1 Runt–CBFb binding, primary screen, biochemical, FRET, Cerulean-Runt, Venus-CBFb, uHTS. Cerulean-Runt/Venus-CBFb FRET ratio 530/480, 1 h. inhibition, % at 20 µM. actives 0.46% (n = 220,000);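 active = inhibition over about 50% at 20 µM in the single-dose screen, limit read from the data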;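 also: 0% = DMSO wells and 100% = excess unlabeled CBFb competitor control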
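Schedule: protein complex preformed 1 h, compound exposure 1 h, room temperature, dark; test system: Cerulean-labeled Runt domain protein; amount: 100 nM per protein; buffer or medium: Tris 50 mM pH 7.5, KCl, K2SO4, 0.01% BSA; read-out: loss of energy transfer signal; detection: FRET fluorescence; controls: 5 µM unlabeled CBFb as full-inhibition high control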
EBV gp42 inh – Epstein-Barr virus gp42 inhibitors, primary screen, biochemical, uHTS, fluorescence polarization. Glycoprotein 42 (Epstein-Barr virus (strain AG876)), Q1HVG2. Fluorescence polarization binding assay, mP read-out. inhibition, % (tested at 21.74 µM). actives 0.42% (n = 220,000); in the data active = inhibition above about 50%
Target sequence (Q1HVG2 whole entry, looked up): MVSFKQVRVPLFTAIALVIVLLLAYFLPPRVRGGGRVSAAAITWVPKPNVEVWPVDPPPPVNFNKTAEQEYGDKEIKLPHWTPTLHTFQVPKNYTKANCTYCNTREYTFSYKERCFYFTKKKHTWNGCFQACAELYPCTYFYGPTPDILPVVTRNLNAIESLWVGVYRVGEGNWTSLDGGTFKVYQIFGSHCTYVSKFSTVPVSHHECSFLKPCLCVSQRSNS
Runt-SMMHC FRET – inhibitors of RUNX1 Runt–CBFb-SMMHC binding, primary screen, biochemical, FRET, Cerulean-Runt, Venus-CBFb-SMMHC, uHTS. Cerulean-Runt/Venus-CBFb-SMMHC FRET ratio 530/480, 1 h. AID 1434, 2008. inhibition, % at 20 µM. actives 0.74% (n = 220,000);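 active = mean inhibition across duplicate retests at 20 µM reaching about 50%, limit read from the data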;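 also: 0% = DMSO wells and 100% = wells with excess untagged CBFb-SMMHC; inhibitors lower the FRET ratio by blocking Runt binding to CBFb-SMMHC; some results filed as inactive read as strong as hits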
14-3-3 Bad inh – inhibitors of 14-3-3 zeta/Bad binding, primary screen, biochemical, TR-FRET, bovine 14-3-3 zeta; 14-3-3 protein zeta/delta (Bos taurus), P63103; AID 781, 2007; inhibition, % at 21.7 µM; actives 0.71% (n = 220,000); TR-FRET 14-3-3zeta/Dy647-pBad peptide displacement, 1 h;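 active = inhibition above about 70%, limit read from the data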;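 also: 0% = full 14-3-3 plus peptide FRET controls and 100% = background without 14-3-3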
Target sequence (P63103 whole entry, looked up): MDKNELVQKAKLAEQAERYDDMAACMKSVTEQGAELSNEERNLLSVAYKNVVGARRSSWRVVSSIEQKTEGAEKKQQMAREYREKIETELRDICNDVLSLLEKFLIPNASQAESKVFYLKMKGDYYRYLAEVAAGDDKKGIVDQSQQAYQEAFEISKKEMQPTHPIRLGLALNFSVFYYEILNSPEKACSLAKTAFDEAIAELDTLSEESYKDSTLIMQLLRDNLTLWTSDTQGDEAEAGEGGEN
Hck-Nef inh – inhibitors of Nef-activated human Hck kinase, primary screen, biochemical, Z-Lyte FRET, 384-well, Hck-YEEI | Tyrosine-protein kinase HCK (Homo sapiens), P08631 | Recombinant Hck-YEEI plus Nef, Z-Lyte FRET kinase assay | inhibition, % at 20 µM | actives 0.68% (n = 220,000) | AID 463187, 2010;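 active = Hck-Nef kinase inhibition above about 50%, limit read from the data; inactive = inhibition below that limit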;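 also: 0% = DMSO with Hck plus Nef and 100% = Hck alone without Nef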
zVAD death inh – inhibitors of zVAD-triggered necroptosis, primary screen, L929 cells | L929 zVAD necroptosis rescue, ATP luminescence, 24 h; with zVAD 60 µM | viability rescue, % at 10 µM | actives 0.38% (n = 220,000);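 active = activation, scaled between plate controls, above about 75%, limit read from the data; inactive = activation under that limit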;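 also: 0% = zVAD with DMSO and 100% = DMSO alone without zVAD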
Tb hexokinase – Trypanosoma brucei hexokinase 1 inhibitors, primary screen, biochemical, G6PDH-coupled NADH absorbance, MLSCN library; hexokinase 1 [Trypanosoma brucei]; recombinant TbHK1, G6PDH-coupled NADH A340; inhibition, % at 10 µM; actives 0.11% (n = 220,000); AID 1430, 2008;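 active = inhibition of 50% or more in the single-dose primary screen; inactive = inhibition below 50%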
An asterisk follows results filed as active; · = not tested or not shown; [ ] = remark or other dose.

mol	Mdm2 ligase inh	NCF1 inh	Runt-CBFb FRET	EBV gp42 inh	Runt-SMMHC FRET	14-3-3 Bad inh	Hck-Nef inh	zVAD death inh	Tb hexokinase
CCCCn1c(C(C)NC(=O)CCC)nc2ccccc21 (stereo not given)	-8	7	0	-8	-2	4	8	0.6	3
O=C(CSc1nccn1-c1ccc(F)cc1)NCc1ccc(F)cc1	-1	·	0	-13	2	3	-8	-0.2	-6
COc1ccc(C(=O)c2coc(-c3ccccc3C(=O)O)c2C(=O)O)cc1	7	-6	0	-6	-2	-5[fluorescence artefact?]	-24	-0.1	-9
O=C(Sc1nnc(-c2ccccc2)o1)N1c2ccccc2Sc2ccccc21	·	-8	2	-4	3	10	-20	-0.1	-7
CCOC(=O)c1nnc(-c2ccc(C)cc2)nc1N1CCSCC1	-24	1	-4	5	3	-6	14	-0.7	2
CC(C)(C)S(=O)(=O)c1cnc(N2CCCC2)nc1N	-14	-1	-2	-14	1	0	-4	-0.3	1
Cn1c(CC(=O)Nc2ccc(Cl)c(Cl)c2)n[nH]c1=S	-13	0	7	-3	20	-9	33	3.4	1
COc1ccccc1N1CCN(c2nc3ccccn3c(=O)c2C=O)CC1	-7	-3	-1	-7	-3	8	1	0.2	-18
CCOc1ccccc1-n1nnnc1SCc1nc2ccccc2s1	-9	-41	-1	-34	-3	14	0	-0.1	-3
O=C(O)Cc1sc(-c2cccnc2)nc1-c1ccc(Br)cc1	5	-12	1	-9	1	-20	32	2.6	-7
CCN(CC)c1ccc(NC(=O)Cn2cc3c(n2)CCC(C)C3)c(C)c1 (stereo not given)	-20	-10	24	0	32	4[fluorescence artefact?]	-2	2.5	12
Cc1ccccc1-n1nnnc1Sc1nnnn1-c1ccccc1	-14	-2	0	-15	-5	-8	0	-0.8	-6
COc1ccc(-c2nn(-c3ccccc3)cc2/C=C/C(=O)OCC(=O)Nc2cccc(C#N)c2)cc1	-17	-16	1	-20	0	-5	7	1.5	-7
COc1ccc(C/C(C)=N/NC(=O)C2COc3ccccc3O2)cc1 (stereo not given)	-5	7	0	-12	-7	-11	14	1.2	-1
Cc1ccc(NC(=O)CCn2nnc3ccccc32)cc1	-6	2	-1	-2	2	-2	16	0.3	2
O=S1(=O)CC2SC(=S)N(c3ccccc3)C2C1 (stereo not given)	-5	-13	-1	-11	2	4	19	0.6	0

Some of the entries above, set out differently.
Molecule: O=C(CSc1nccn1-c1ccc(F)cc1)NCc1ccc(F)cc1
  Mdm2 ligase inh: -1
  NCF1 inh: ·
  Runt-CBFb FRET: 0
  EBV gp42 inh: -13
  Runt-SMMHC FRET: 2
  14-3-3 Bad inh: 3
  Hck-Nef inh: -8
  zVAD death inh: -0.2
  Tb hexokinase: -6
Molecule: COc1ccc(C(=O)c2coc(-c3ccccc3C(=O)O)c2C(=O)O)cc1
  Mdm2 ligase inh: 7
  NCF1 inh: -6
  Runt-CBFb FRET: 0
  EBV gp42 inh: -6
  Runt-SMMHC FRET: -2
  14-3-3 Bad inh: -5[fluorescence artefact?]
  Hck-Nef inh: -24
  zVAD death inh: -0.1
  Tb hexokinase: -9
Molecule: Cc1ccc(NC(=O)CCn2nnc3ccccc32)cc1
  Mdm2 ligase inh: -6
  NCF1 inh: 2
  Runt-CBFb FRET: -1
  EBV gp42 inh: -2
  Runt-SMMHC FRET: 2
  14-3-3 Bad inh: -2
  Hck-Nef inh: 16
  zVAD death inh: 0.3
  Tb hexokinase: 2

Further compounds
mol	Mdm2 ligase inh	NCF1 inh	Runt-CBFb FRET	EBV gp42 inh	Runt-SMMHC FRET	14-3-3 Bad inh	Hck-Nef inh	zVAD death inh	Tb hexokinase
COC(=O)c1cccc(CSc2nc3ccccc3[nH]2)c1	-15	0	-3	0	-2	-6[fluorescence artefact?]	3	0.0	5
O=C(CSc1nnc2ccc3ccccc3n12)N1CCOCC1	5	-8	-2	-2	-3	-1	7	0.2	1
O=C(NCCc1c[nH]c2ccccc12)C1CCN(c2nnc(N3CCCC3=O)s2)CC1	0	-17	-1	-18	-3	-7	0	1.5	0
COCCCNc1ccc([N+](=O)[O-])cc1C(=O)Nc1cccc(C)n1	-13	2	-4	1	-1	-8	26	-0.9	-11
O=c1c2ccccc2nc(SCc2ccccc2)n1CC1CCCO1 (stereo not given)	·	-13	0	1	2	7	21	-1.0	-10
Cn1cccc1C(=O)NC(=O)COC(=O)c1ccc(O)cc1	-18	-8	2	-28	0	-1	7	-0.3	0
COC(=O)c1ccc(-c2ccc(CNCC(O)c3ccccc3)o2)cc1 (stereo not given)	-10	-8	5	-9	4	-7[fluorescence artefact?]	-1	0.2	-7
COc1ccc(N2CCC(CNC(=S)Nc3cccc(OC)c3)C2)cc1 (stereo not given)	-49	-13	10	-7	6	2	2	-0.4	12
CCn1c(NC(=O)c2nn(C)cc2Br)nc2ccccc21	6	-1	-1	1	-1	-8	2	1.0	-22
O=C(Cc1ccccc1)Nc1cc([N+](=O)[O-])ccc1N1CCOCC1	-17	-13	0	-16	2	-10	-7	-0.3	-8
COc1ccc(-c2cc(C(=O)OCC(=O)NC(C)(C)C)c3ccccc3n2)cc1	-9	-12	-1	0	-3	1	11	0.9	-10
Cc1nnc(SCc2cc(=O)[nH]c(=S)[nH]2)s1	-16	4	7	-8	3	-5	12	-0.6	-1
CCn1c(SCC(=O)NC2CCCc3ccccc32)nnc1-c1cccs1 (stereo not given)	-1	0	-8	0	-1	-1	0	-0.1	0
CCn1nnnc1-c1ccc(OC)c(S(=O)(=O)Nc2ccc(C)c(C)c2)c1	-15	-8	0	3	-3	-11[fluorescence artefact?]	0	-1.0	-1
COc1cccc(C2=NN(C(=O)c3ccc(C)o3)C(O)(C(F)(F)F)C2)c1 (stereo not given)	-7	-12	-2	2	-1	-11	9	0.5	-1
CCOC(=O)/C=C1\SCC(=O)N1CC(=O)NC(c1ccccc1)c1ccccc1	-12	-5	-5	0	0	8	3	-0.6	31
CN(C(=O)c1ccc(NC(=O)C2CC=CCC2C(=O)O)cc1)c1ccccc1 (stereo not given)	-5	-10	2	-2	-2	8	7	1.0	5
CCOCCn1c(N2CCN(c3ccc(OC)cc3)CC2)nc2c1c(=O)n(C)c(=O)n2C	-8	-7	-2	-3	-2	-13	1	-0.4	-4
O=C(CC1(O)C(=O)Nc2cc(Cl)cc(Cl)c21)c1ccccc1O (stereo not given)	16	-5	0	-10	2	13	-5	-0.2	-3
Cc1ccc2c(c1)C(O)(CC(=O)c1cccnc1)C(=O)N2 (stereo not given)	-1	1	-3	26	-1	0	10	-0.5	-2
O=C(O)CSc1cc(C(=O)c2ccccc2O)cn2c(=O)c3c(-c4ccccc4)csc3nc12	1	-28	-16	32	-31	7	61*	1.7	5
Cc1ccc2c(c1)CCCN2C(=O)c1ccco1	-30	-17	1	-16	-1	-2	7	-0.8	0
CCOc1ccc(C2C(C(=O)Nc3ccc(F)cc3)=C(C)Nc3nc(CCCO)nn32)cc1 (stereo not given)	-10	-7	1	-4	-4	77*	1	0.0	-7
Cc1c(NS(=O)(=O)c2cccc3nsnc23)c(=O)n(-c2ccccc2)n1C	-6	-10	2	-2	-3	-2	2	1.7	-7
O=C1c2ccccc2CN1CCNS(=O)(=O)c1ccc(Cl)cc1	-7	-14	-2	-23	5	-11	2	-0.1	-5
CC(C)Cn1c(=O)c(C(=O)Nc2ccccc2S(N)(=O)=O)c(O)c2ccccc21	-12	-6	-7	-9	-3	-6[fluorescence artefact?]	-16	-0.7	-1
Cc1ccc(NC(=O)c2ccc3nc[nH]c3c2)c(O)c1	-1	-11	3	-13	-6	-2	23	1.0	-2
O=C(O)CC(CCc1ccccc1)OC1OC(CO)C(O)C(O)C1O (stereo not given)	-35	-16	10	1	-3	19	49	0.3	73*
CCOC(=O)Nc1ccc(S(=O)(=O)NCc2ccccc2)cc1	-11	38*	-1	-12	-3	-6	0	0.5	-1
Cc1ccc(C(=O)NC2c3ccccc3-c3ccccc32)cc1	-9	-13	3	-10	0	5	1	0.1	10
Cc1csc(NC(=O)CSc2nnc3c4ccccc4nc(C(C)(C)C)n23)n1	3	9	-1	5	-3	5	-2	1.5	-5
CC(C)c1ccc(N(CC(=O)NCCSCc2ccco2)S(C)(=O)=O)cc1	-4	-1	-3	-6	1	-7	19	1.5	-4
CC(C)=C1C2CCC1C(C(=O)NCCc1ccccc1)C2C(=O)O (stereo not given)	-42	-6	-4	-9	4	0	-1	0.4	2
CCOC(=O)c1oc2c(c1C)/C(=N/O)CCC2	0	-6	0	-2	-1	5	-1	0.4	2
COc1cc(OC)c(C2C(C#N)=C(N)Oc3cc(C)n(CCCN4CCOCC4)c(=O)c32)cc1OC (stereo not given)	6	-7	0	-7	-6	-8	0	-0.5	-1
CCS(=O)(=O)N1Cc2ccccc2CC1C(=O)Nc1ccc(F)cc1 (stereo not given)	·	3	2	0	80*	-6	-2	0.4	-1
O=C(CN1C(=O)CSC1=O)Nc1ccccc1N1CCOCC1	2	7	-1	-5	1	25	1	1.7	-2
Clc1ccc(COc2ccccc2-c2ccnc3ncnn23)cc1	-9	-7	0	-13	2	4	21	-0.6	-7
O=C(c1cccs1)N1N=C(c2ccccc2)CC1c1ccc(O)cc1 (stereo not given)	1	-20	-3	-1	-2	8	2	0.4	-7
CCC(=O)c1ccc2ncccc2c1	-12	-6	-1	-4	-1	-8	2	0.8	31
O=C(O)c1ccccc1S(=O)CCO (stereo not given)	-17	-3	1	-5	-2	-1	2	-0.1	-16
Cc1cc(SCC(=O)N(C)c2c(N)n(Cc3ccccc3)c(=O)[nH]c2=O)nc2ccccc12	-5	-8	1	1	5	-6	24	0.0	-6
O=C(Nc1ccc(Cl)cc1)Nc1ccc2c(c1)N1CCN=C1S2	-12	-20	0	11	3	9	4	3.7	-6
COc1cccc(-n2c(CNc3ccc(F)cc3)nnc2SCC(N)=O)c1	-8	-12	3	-15	1	-10	-1	-0.3	2
CCc1ccc2nc(SCC(=O)N(CC)CC)c(C#N)cc2c1	-4	4	-1	-14	0	9	3	0.8	3
COc1ccc(S(=O)(=O)n2nc(OC(=O)c3ccncc3)cc2N)cc1	·	1	4	-4	-6	22	-2	1.1	-7
Cc1cnc(C(=O)OCC(=O)Nc2ccc(C)c(S(=O)(=O)N3CCCCCC3)c2)cn1	-9	-19	0	-12	-6	0	-11	1.1	-5
